SKKanGAS inh: inhibitors of SKKanGAS S. pyogenes growth in kanamycin (SK-promoter or general growth effect) | BacTiter-Glo, 6 h | inhibition, % at 7.5 µM | 300,000 compounds, 1.3% hits | AID 1662;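 active = mean replicate score, as percent of positive control median, at least 50; inconclusive = mean below 50 but one replicate at or above 50; inactive = mean and every replicate below 50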;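 note: strain carries kanamycin resistance gene driven by streptokinase promoter and grows in 40 µg/ml kanamycin; loss of luminescence reflects streptokinase promoter inhibition or plain growth inhibition; 0% = median of DMSO wells and 100% = positive control at its reference dose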
MrgX1 agonist: activates human MrgX1 receptor signaling. 310,000 compounds, 0.44% hits. B-score at 10 µM. Q96LB2. MrgX1-HEK293 cells, Fluo-4 calcium fluorescence, agonist mode; active compounds read high;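 active = calcium response B-score plate-corrected fluorescence ratio at least 3 library SD, with starting fluorescence B-score inside 5 SD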
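Material: HEK293 cells stably expressing human MrgX1 receptor | Quantity: 15,000 cells per well | Times: Cells plated overnight, dye loaded 0.5 h 37 °C, 0.5 h room temperature | Measured by: Kinetic Fluo-4 NW fluorescence of intracellular calcium | Control set: Positive and negative controls per plate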
MrgX1 antagonist: antagonists of human MrgX1 receptor | MRGX1-HEK293 calcium flux, Fluo-4, BAM8-22 antagonism; active compounds read low | B-score at 10 µM | 310,000 compounds, 1.3% hits | AID 588676;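 active = calcium-response B-score plate-corrected more than 3 library SD below zero, starting fluorescence within 5 deviations, no agonist response on first addition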;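 note: peak minus trough fluorescence over baseline after final BAM8-22 challenge near maximal dose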
MrgX1 allo act: allosterically activates human MrgX1 receptor signaling; Q96LB2; MrgX1-HEK293, Fluo-4 calcium flux, FDSS; active compounds read high; B-score at 10 µM; 310,000 compounds, 0.63% hits;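 active = plate-corrected calcium response at least 3 library SD above typical, normal starting fluorescence, not activating the receptor alone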;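 note: compound read alongside a low EC10 to EC30 dose of BAM8-22 agonist; peak minus trough fluorescence over baseline measured at the second addition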
RGS4 pot: RGS4 potentiation or activation | B-score at 10 µM | 310,000 compounds, 0.92% hits | HEK293 M3R/inducible RGS4, carbachol calcium flux Fluo4; active compounds read low;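 active = B-score of the integrated calcium signal more than 4 SD below the library mean, with starting fluorescence not abnormally high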;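 note: negative B-score means reduced calcium response which marks RGS4 activation or potentiation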
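System – HEK293 FlpIn-TREx cells, stable M3R, doxycycline-inducible RGS4 · Reagent – ECmax carbachol challenge · Times – compound preincubation 20 min at room temperature before agonist · Technique – Fluo4 fluorescence kinetic imaging of calcium · Measure – B score of integrated Fluo4 ratio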
TRPC6 inhibitor: inhibitors of mouse TRPC6 channel. 310,000 compounds, 1.1% hits. HEK293-TRPC6, membrane potential dye, ACh-evoked depolarization; active compounds read low. B-score at 10 µM;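 active = B-score under library mean minus 3 SD, initial fluorescence not abnormally high, positive integrated signal ratio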;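 note: B-score derived from integrated fluorescence ratio over the kinetic read; more negative B-score means stronger inhibition of depolarization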
TMEM16A inh: mouse TMEM16A channel inhibition, primary screen | Q8BHY3 | HEK293 TMEM16A/YFP iodide influx fluorescence, ionomycin | normalized B-score (activity score, 25-100; higher = stronger inhibition) at 10 µM | 310,000 compounds, 1.2% hits;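 active = ratio plate-corrected score three or more library SD toward inhibition, starting fluorescence score within five deviations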;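 note: score derived from kinetic fluorescence span divided by baseline fluorescence per well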
Target sequence (Q8BHY3 whole entry, looked up): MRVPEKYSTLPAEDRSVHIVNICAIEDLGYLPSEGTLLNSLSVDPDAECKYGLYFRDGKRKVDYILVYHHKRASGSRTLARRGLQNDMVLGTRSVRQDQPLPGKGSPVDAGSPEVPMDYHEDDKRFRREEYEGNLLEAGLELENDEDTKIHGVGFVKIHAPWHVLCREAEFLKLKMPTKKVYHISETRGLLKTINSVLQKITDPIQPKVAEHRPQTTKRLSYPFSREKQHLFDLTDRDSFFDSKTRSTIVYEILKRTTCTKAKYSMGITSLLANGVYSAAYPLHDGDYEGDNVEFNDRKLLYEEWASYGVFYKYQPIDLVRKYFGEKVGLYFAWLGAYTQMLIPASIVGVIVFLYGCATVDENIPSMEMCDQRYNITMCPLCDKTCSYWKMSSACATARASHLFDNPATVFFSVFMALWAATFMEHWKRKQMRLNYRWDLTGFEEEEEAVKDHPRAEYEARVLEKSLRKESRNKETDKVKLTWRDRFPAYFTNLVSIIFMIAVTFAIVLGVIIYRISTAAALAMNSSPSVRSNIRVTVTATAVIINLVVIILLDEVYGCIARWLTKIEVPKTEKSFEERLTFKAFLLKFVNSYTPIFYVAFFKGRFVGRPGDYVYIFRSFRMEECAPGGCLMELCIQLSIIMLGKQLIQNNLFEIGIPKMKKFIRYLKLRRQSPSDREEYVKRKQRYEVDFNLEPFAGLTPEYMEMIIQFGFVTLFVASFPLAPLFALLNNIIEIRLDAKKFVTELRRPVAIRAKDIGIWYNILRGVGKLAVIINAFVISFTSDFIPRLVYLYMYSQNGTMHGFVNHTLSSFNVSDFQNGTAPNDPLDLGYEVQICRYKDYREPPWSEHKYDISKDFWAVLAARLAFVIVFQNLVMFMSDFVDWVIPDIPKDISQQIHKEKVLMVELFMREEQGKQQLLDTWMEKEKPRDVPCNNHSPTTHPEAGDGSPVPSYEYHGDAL
TMEM16A act: activators or potentiators of mouse TMEM16A chloride channel | Q8BHY3 | B-score at 10 µM | 340,000 compounds, 0.3% hits | AID 623877 | HEK293 TMEM16A/YFP-H148Q/I152L, iodide quench fluorescence; active compounds read low;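 active = fluorescence-ratio B-score plate-corrected deviation score at least 3 library SD below zero, with starting fluorescence score within 5 deviations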;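 note: channel opened by trigger with iodide after compound preincubation; score built on the fluorescence ratio of max minus min over baseline; more negative score means more quench and so TMEM16A activation or potentiation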
HDAC3 inhib: inhibitors of human histone deacetylase 3; O15379; recombinant HDAC3, fluorogenic peptide/trypsin coupled, fluorescence; inhibition, % at 8.3 µM; 320,000 compounds, 0.15% hits; AID 2718; in the data active = inhibition above about 26%, passing the limit was not always enough; inconclusive = no clear call, values can overlap the other calls
RGS4 inh: inhibitors of human RGS4; P49798; HEK293 M3R/RGS4 inducible, Fluo-4 calcium flux; active compounds read high; triggered by carbachol at its EC20; B-score at 10 µM; 310,000 compounds, 0.45% hits; AID 463165;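 active = B-score, a plate-corrected calcium signal, over three deviations above library mean, with baseline fluorescence within five deviations of library mean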;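 note: RGS4 expression induced by doxycycline in cells with stable M3 receptor; B-score is computed from the integrated fluorescence ratio over baseline after carbachol; higher B-score means a larger calcium signal and so more RGS4 inhibition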
TRPC6 act: mouse TRPC6 channel activation; Q61143; HEK293-TRPC6 membrane potential dye fluorescence; active compounds read high; B-score at 10 µM; 310,000 compounds, 0.13% hits; AID 2550;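 active = B-score of the integrated fluorescence ratio above library mean plus 3 SD, and starting fluorescence ratio within library mean plus 5 SD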;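 note: higher score means more depolarization so channel activation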
* marks the source's active call; other numbers are inactive results; i = inactive; ? = inconclusive; . = not tested or not shown.

SMILES	SKKanGAS inh	MrgX1 agonist	MrgX1 antagonist	MrgX1 allo act	RGS4 pot	TRPC6 inhibitor	TMEM16A inh	TMEM16A act	HDAC3 inhib	RGS4 inh	TRPC6 act
O=C(O)c1ccccc1Nc1cc(Cl)c2nonc2c1[N+](=O)[O-]	7	i	i	i	i	i	i	i	11	i	i
CC(=O)Nc1ccc(C(=O)CSc2nnc(C)o2)cc1	-4	i	i	i	i	i	i	i	0	i	i
Cc1ccc(O)c(Sc2cc(C)ccc2O)c1	9	29*	i	i	i	-8.4*	25*	i	4	i	i
Cc1cccc(NS(=O)(=O)c2cccc(C(=O)N3CC(C)OC(C)C3)c2)c1 (stereo unspecified)	1	i	i	i	i	i	i	i	?	i	i
NC(=NCc1ccco1)NC(=O)c1ccccc1	7	i	i	i	i	i	i	i	3	i	i
CCOC(=O)c1c(C)[nH]c(C)c1S(=O)(=O)NCC1CCN(Cc2ccccc2F)CC1	2	i	i	i	i	i	i	i	-7	i	i
CN(C)C=Nc1nonc1-c1ccc(Cl)cc1	2	i	i	i	i	i	i	i	1	i	i
Cn1cccc1/C=C(\C#N)c1ccccc1	5	i	i	i	i	i	i	i	-3	i	i
O=C(NC(=S)NCCN1CCOCC1)c1cccc(Cl)c1	4	i	i	i	i	i	i	i	2	i	i
Cn1c(Cl)nc2ccccc21	-8	i	i	i	i	i	i	i	8	i	i
COc1ccc(-c2nnc(NC(=O)c3ccc(S(=O)(=O)N4COCC4(C)C)cc3)o2)cc1	89*	i	i	7*	i	i	i	i	-2	i	i
O=C(Nc1nnc(-c2ccc(F)cc2)s1)c1ccco1	-1	i	i	i	i	i	i	i	-2	i	i
CN(CC(=O)Nc1ccccc1Cl)C(=O)COC(=O)/C=C/c1ccc(C(F)(F)F)cc1	3	i	i	i	i	i	i	i	14	i	i
CC(=O)N1c2ccccc2C2(O)N=C(C)SC12 (stereo unspecified)	.	i	i	i	i	i	i	i	5	i	i
O=S(=O)(/N=C(/c1ccccc1)N1CCOCC1)c1ccc(F)cc1	-1	i	i	i	i	i	i	i	-5	i	i
COC(=O)c1cc2c(=O)n3ccccc3nc2n(Cc2cccnc2)c1=N	1	i	i	i	i	-7.8*	i	.	-34	i	i
O=C1N/C(=C/c2cccs2)C(=O)N1Cc1ccc(F)cc1	3	i	i	i	i	i	i	i	0	i	i
O=C(C1CCCN(S(=O)(=O)c2ccccc2)C1)N1CCN(c2ccc(F)cc2)CC1 (stereo unspecified)	8	i	i	i	i	i	i	i	3	i	i
CC1C(=O)N2CCCc3cc(NC(=O)CC(C)(C)C)cc1c32 (stereo unspecified)	-3	i	i	i	i	i	i	i	-1	i	i
CC(=O)Nc1c(NC(=O)CC#N)[nH]c2c(c1=O)c(=O)n(C)c(=O)n2C	3	i	i	i	i	i	i	i	-5	i	i
Cc1cccc(NC(=O)c2ccc(C3SCC(=O)N3CCc3ccccc3)cc2)c1C (stereo unspecified)	9	i	i	i	i	i	i	i	-3	i	i
O=CN1Cc2[nH]c3ccccc3c2N(c2ccc(Cl)cc2)C1=O	1	i	i	i	i	i	i	i	3	i	i
CC(=O)c1ccc(-c2ccc(/C=C(/Sc3n[nH]c(C)n3)C(=O)O)o2)cc1	34	i	-4.8*	i	i	i	i	i	2	i	i
CCc1ccc(-c2n[nH]c(=O)c3ccccc23)cc1	5	i	i	i	i	i	i	i	-3	i	i
COc1ccccc1C(=O)Nc1cccc(SC)c1	-9	i	i	i	i	i	i	i	5	i	i
O=C(Nc1ccc(NC(=O)c2ccccc2O)cc1)Nc1ccc(F)cc1F	-1	i	i	i	i	i	i	i	-43	i	i
CCCC(C)NC(=O)c1ccc(-c2ccccc2)cc1 (stereo unspecified)	-2	i	i	i	i	i	i	.	5	i	i
CCNS(=O)(=O)c1ccc(NC(=O)c2ccc(Cn3cc(Br)cn3)o2)cc1	-1	i	i	i	i	i	i	i	9	i	i
Cc1ccc(NC(=O)CNc2ccc(Cl)cc2F)cc1	7	i	i	i	i	i	i	i	0	i	i
CC(C)Oc1cccc(C(=O)C2CCCN(C(=O)c3ccsc3)C2)c1 (stereo unspecified)	-2	i	i	i	i	i	i	i	0	i	i
N#Cc1c(N)sc2c1CCCCCC2	0	i	i	i	i	i	i	i	3	i	i
COc1ccc(-c2nnc(SC)n2C)cc1	7	i	i	i	i	i	i	i	?	i	i
O=C(CSc1cccc[n+]1[O-])C12CC3CC(CC(C3)C1)C2	-6	i	i	i	i	i	i	i	-4	i	i
COc1cc(C(=O)NCC(=O)OCC(=O)N2CCc3ccccc32)cc(OC)c1OC	4	i	i	i	i	i	i	i	-1	i	i
O=C1c2oc3ccc(F)cc3c(=O)c2C(c2ccc(F)cc2)N1CCCN1CCOCC1 (stereo unspecified)	3	i	i	i	i	i	i	i	-3	i	i
Cc1ccc2c(c1)N(CC(=O)N1CCCc3ccccc31)C(=O)CO2	-2	i	i	i	i	i	i	i	3	i	i
Cc1c(NC(=O)Nc2ccc(C#N)cc2)c(=O)n(-c2ccccc2)n1C	5	i	i	i	i	i	i	i	1	i	i
Cc1nc(NC(=O)C2CCCC2)sc1Cc1ccc2c(c1)OCO2	-12	i	i	i	i	i	i	i	5	i	i
Cc1cc(N/N=C/c2cccc(F)c2)nc(NCc2ccccc2)n1	-2	i	i	i	i	i	i	i	17	i	i
O=C(CN1C(=O)NC2(CCCc3ccccc32)C1=O)Nc1cc(F)ccc1F (stereo unspecified)	21	i	i	i	i	i	i	i	-1	i	i
O=C(NC1CCCC1)c1cc(Cl)ccc1[N+](=O)[O-]	1	i	i	i	i	i	i	i	2	i	i
CC(O)CCC(=O)NCCNC(=O)CCC(C)O (stereo unspecified)	1	i	i	i	i	i	i	i	-3	i	i
Oc1cccc(/C=N/N2CCCCC2)c1O	-6	i	i	i	i	i	i	i	3	i	i
CCOC(=O)CSc1nnc(-c2ccoc2C)n1-c1ccc(OCC)cc1	0	i	i	i	i	i	i	.	3	i	i
Cc1cnc(C(=O)Oc2ccc(-c3ccccc3)cc2)cn1	1	i	i	i	i	i	i	i	0	i	i
Cc1cc(OCC(=O)NCc2nc(-c3ccccc3)no2)c(C)cc1Br	0	i	i	i	i	i	i	i	-4	i	i
CC(C)n1nccc1N(Cc1ccc(Br)cc1)S(=O)(=O)c1ccccc1	5	i	i	i	i	i	i	i	-6	i	i
CCC(C)[C@H](NC(=O)OC(C)(C)C)C(=O)N/N=C/c1ccc2nccnc2c1 (stereo partly specified)	12	i	i	i	i	i	i	i	8	i	i
CCc1ccccc1NC(=O)c1ccc(S(=O)(=O)NCC2CCCO2)cc1 (stereo unspecified)	-15	i	i	i	i	i	i	i	-4	i	i
CC(CCc1ccccc1)NC(=O)C(=O)NCc1ccccc1 (stereo unspecified)	-2	i	i	i	i	i	i	i	-1	i	i
COc1ccc(C2CC(c3cccc(C)c3)n3ncnc3N2)cc1 (stereo unspecified)	-5	i	i	i	i	i	i	i	5	i	i
COc1cccc(C(CC(=O)NCCN2CCOCC2)NS(=O)(=O)c2ccc(C)cc2)c1OC (stereo unspecified)	-3	i	i	i	i	i	i	i	.	i	i
COc1ccc(C2CC(c3ccccc3)Nc3nc(N)nn32)cc1 (stereo unspecified)	-1	i	i	i	i	i	i	i	-8	i	i
CCCNC(=O)CS(=O)Cc1nc(-c2ccc(OC)cc2)oc1C (stereo unspecified)	2	i	i	i	i	i	i	i	2	i	i
COCCNC(=O)/C(C#N)=C/c1cc(Br)c(O)c(OC)c1	2	i	i	i	i	i	i	i	7	i	i
COC(=O)c1cc(S(=O)(=O)N2CCN(c3cc(C)ccc3C)CC2)c[nH]1	-6	i	i	i	i	i	i	i	.	i	i
COc1ccc(/C=C/CN2CCN(Cc3ccc(F)cc3)C(CCO)C2)cc1 (stereo unspecified)	-12	i	i	i	i	i	i	i	-3	i	i
CC(C)Cn1c(SCC(=O)NC2CCCc3ccccc32)nc(O)cc1=O (stereo unspecified)	13	i	i	i	i	i	i	i	1	i	i
COC(=O)CSc1nc(C)c(C(=O)Nc2ccccc2C)c(-c2ccc(Cl)cc2)c1C#N	7	i	i	i	i	i	i	i	1	i	i
Nc1ccccc1C(=O)NCCCN1CCOCC1	2	i	i	i	i	i	i	i	-22	i	i
Going on with the list.
SMILES	SKKanGAS inh	MrgX1 agonist	MrgX1 antagonist	MrgX1 allo act	RGS4 pot	TRPC6 inhibitor	TMEM16A inh	TMEM16A act	HDAC3 inhib	RGS4 inh	TRPC6 act
Cc1cc([N+](=O)[O-])ccc1NC(=O)C(C)[n+]1ccccc1 (stereo unspecified)	-6	i	i	i	i	i	i	i	0	i	i
CCCCCn1c(CN(C)Cc2ccccc2)nc2c1c(=O)n(C)c(=O)n2C	-5	.	.	.	i	i	.	i	.	i	i
Cc1ccc(C2CC(=O)Nc3c2ccc2ccccc32)cc1[N+](=O)[O-] (stereo unspecified)	8	i	i	i	i	i	i	i	-11	i	i
Cc1cc(C)n(C(=O)CN2C(=O)CCC2=O)n1	1	i	i	i	i	i	i	i	4	i	i
S=C(NCCc1ccccc1)N/N=C/c1ccccc1Cl	0	i	i	i	i	i	i	i	8	i	i
Cc1ccn2c(=O)c(C(=O)NCCC3=CCCCC3)c(O)nc2c1	6	i	i	i	i	i	i	i	-13	i	i
CC(C)(O)CC[C@@H](O)[C@](C)(O)[C@H]1CC[C@@]2(O)C3=CC(=O)[C@@H]4C[C@@H](O)[C@@H](O)C[C@]4(C)[C@H]3CC[C@]12C	0	i	i	i	i	i	i	i	-3	i	i
O=C(CN1CCN(Cc2ccccc2Cl)C1=O)NC1CCCCCC1	1	i	i	i	i	i	i	i	-7	i	i
CCNS(=O)(=O)c1ccc(CCC(=O)NCCC2=CCCCC2)cc1	-6	i	i	i	i	i	i	i	-6	i	i

A few values from the list:
Under HDAC3 inhib, `Cc1ccn2c(=O)c(C(=O)NCCC3=CCCCC3)c(O)nc2c1` is entered as -13
Under HDAC3 inhib, `Cc1cc([N+](=O)[O-])ccc1NC(=O)C(C)[n+]1ccccc1` (stereo unspecified) is entered as 0

Bioassay records from PubChem.
